NR3A LBD binder = binders of NR3A ligand-binding domain, primary screen, biophysical, differential scanning fluorimetry, uHTS. Glutamate receptor ionotropic, NMDA 3A (GRIN3A) ligand-binding domain. Tm shift relative to glycine control, % at 25 µM. NR3A LBD differential scanning fluorimetry, Tm shift; 0% = protein alone, 100% = glycine-bound protein. actives 2.5% (n = 340,000). AID 1259313, 2017;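 active means melting temperature shift of at least 10% of the positive control shift, at one fixed dose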
PfG6PD inh = PfG6PD enzyme inhibitors, primary screen, biochemical, fluorescence intensity, uHTS | glucose-6-phosphate dehydrogenase-6-phosphogluconolactonase (Plasmodium falciparum 3D7) | PfGluPho enzyme, NADPH resazurin-diaphorase fluorescence | inhibition, % at 20 µM | actives 0.78% (n = 350,000);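 active means inhibition reaching at least a set limit at 20 µM in the primary screen, cut at about 59% in these data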;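 further: 0% = DMSO wells with substrate and 100% = DMSO wells lacking glucose-6-phosphate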
SENP7 block = SENP7 protease inhibitors, primary screen, biochemical, luminescence, uHTS; Sentrin-specific protease 7 (Homo sapiens), Q9BQF6; recombinant SENP7, Z-RLRGG-aminoluciferin luminescence, 40 min; inhibition, % at 5 µM; actives 1.5% (n = 330,000); AID 434973, 2010;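 active means inhibition above about 50% at the single test dose, limit read from the data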;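 further: plate controls were DMSO with enzyme for no effect and no enzyme buffer wells for full effect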
Target sequence (Q9BQF6 706-1050 limits assumed): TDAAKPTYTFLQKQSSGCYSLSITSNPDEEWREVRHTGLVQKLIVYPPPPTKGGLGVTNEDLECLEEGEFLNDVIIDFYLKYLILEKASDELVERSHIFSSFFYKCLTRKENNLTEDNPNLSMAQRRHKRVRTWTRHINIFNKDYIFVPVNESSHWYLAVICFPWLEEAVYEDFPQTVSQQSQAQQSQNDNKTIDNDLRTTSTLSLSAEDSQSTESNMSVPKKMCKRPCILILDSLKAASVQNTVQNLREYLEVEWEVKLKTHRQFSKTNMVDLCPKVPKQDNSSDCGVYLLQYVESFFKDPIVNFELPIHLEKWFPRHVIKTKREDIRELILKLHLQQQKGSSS
ATG4B inhibitor = ATG4B protease inhibitors, primary screen, biochemical, fluorescence, uHTS | Cysteine protease ATG4B (Homo sapiens), Q9Y4P1 | ATG4B cleavage of LC3-PLA2, NBD-HPC fluorescence, 1 h | inhibition, % at 8.33 µM | actives 0.51% (n = 340,000); in the data active means inhibition above about 40%
SENP8 block = human SENP8 protease inhibitors, primary screen, biochemical, fluorescence, Nedd8 protein substrate, uHTS; Sentrin-specific protease 8 (Homo sapiens), Q96LD8; recombinant SENP8; inhibition, % at 20 µM; actives 0.64% (n = 360,000); in the data active means inhibition mostly above about 40%, no sharp cut-off; inactive means mostly below about 27%
Target sequence (Q96LD8 whole entry, looked up): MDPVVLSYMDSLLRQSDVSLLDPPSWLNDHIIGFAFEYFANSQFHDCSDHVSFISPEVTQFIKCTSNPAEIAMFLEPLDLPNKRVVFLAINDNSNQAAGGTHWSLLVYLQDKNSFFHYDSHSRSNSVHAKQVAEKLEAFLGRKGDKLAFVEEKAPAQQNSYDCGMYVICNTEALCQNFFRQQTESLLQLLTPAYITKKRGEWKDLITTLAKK
HKDC1 inh = HKDC1 hexokinase inhibitors, primary screen, biochemical, fluorescence, uHTS | recombinant HKDC1, G6PDH/diaphorase resazurin coupled fluorescence | inhibition, % at 20 µM | AID 493160, 2011 | actives 0.16% (n = 340,000) | Q2TB90;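 active means inhibition above about 35% when tested at 20 µM, limit read from the data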;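 further: plate controls were DMSO wells with enzyme for no effect and DMSO wells lacking enzyme for full effect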
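test system = in-house recombinant HK5 (HKDC1) enzyme | amount = HKDC1 at 5 µg/mL | control set = DMSO-enzyme wells negative, buffer-substituted wells positive | compound = one dose of 20 µM, 1% DMSO | schedule = reaction time 90 min, room temperature, protected from light | technique = resorufin fluorescence at 613 nm | reagent = glucose with 1 mM ATP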
SENP6 inh = SENP6 protease inhibitors, primary screen, biochemical, luminescence, uHTS. inhibition, % at 10 µM. actives 1.8% (n = 330,000). Recombinant SENP6 catalytic domain, aminoluciferin luminescence;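 active means inhibition above about 50% at the single tested dose, limit read from the data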;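 further: plate controls were DMSO wells with enzyme for no effect and DMSO wells lacking enzyme for full effect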
Target sequence (Q9GZR1 628-1112 limits assumed): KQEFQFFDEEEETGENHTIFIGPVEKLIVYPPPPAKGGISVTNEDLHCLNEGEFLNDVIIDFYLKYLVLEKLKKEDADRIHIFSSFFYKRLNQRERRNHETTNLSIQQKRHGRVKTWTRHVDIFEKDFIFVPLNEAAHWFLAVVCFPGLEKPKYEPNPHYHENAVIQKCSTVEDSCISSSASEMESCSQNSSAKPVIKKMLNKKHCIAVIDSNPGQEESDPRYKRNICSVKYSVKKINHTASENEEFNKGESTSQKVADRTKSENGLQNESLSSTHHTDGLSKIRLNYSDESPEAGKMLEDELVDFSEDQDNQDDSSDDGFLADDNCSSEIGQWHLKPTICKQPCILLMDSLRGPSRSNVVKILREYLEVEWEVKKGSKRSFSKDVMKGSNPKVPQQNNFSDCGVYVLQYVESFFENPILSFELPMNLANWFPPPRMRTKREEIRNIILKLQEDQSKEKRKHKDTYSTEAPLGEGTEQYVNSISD
MPTP inh = mitochondrial permeability transition pore inhibitors, primary screen, biochemical, isolated mouse mitochondria, absorbance. Ca2+ swelling absorbance, 30 min. inhibition, % at 10 µM. actives 1.4% (n = 360,000). AID 602449, 2012;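 active means inhibition of 50% or more, scaled per plate between neutral and stimulator controls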;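 further: 0% = DMSO wells given calcium and 100% = 1 mM EGTA wells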
* hit, by the source's call; / = not tested or not shown.

SMILES	NR3A LBD binder	PfG6PD inh	SENP7 block	ATG4B inhibitor	SENP8 block	HKDC1 inh	SENP6 inh	MPTP inh
OCCOc1ccc(C2=NCCO2)cc1	-2	-20	3	1	14	-7	-6	1.2
O=C(Nc1cc(S(=O)(=O)N2CCOCC2)ccc1N1CCCC1)c1ccc(F)cc1	-3	55	5	-11	9	-8	-9	-2.5
Clc1ccccc1Cn1nnc(-c2ccccc2)n1	0	-3	-6	3	-2	-1	5	-0.6
Cc1cc(O)ccc1C1(c2ccc(O)cc2C)OC(=O)c2ccccc21	-6	-30	1	-13	20	3	-12	-4.9
CSCCC(/C(O)=C(\C#N)c1nc2ccccc2[nH]1)N1C(=O)c2ccccc2C1=O (stereo unspecified)	-11	17	0	2	16	0	5	-1.8
Cc1ccc(CNC(=O)c2cc(-c3ccccc3)nn2CC2CC(c3cccc([N+](=O)[O-])c3)=NO2)cc1 (stereo unspecified)	-4	-1	-10	1	17	-1	-6	-1.0
CCN(CC)C(=O)Oc1ccc(Br)c2ccccc12	1	14	7	6	29	-2	7	1.8
CN(C(=O)CSc1nc(C2CC2)n(-c2ccccc2)n1)C1CCS(=O)(=O)C1 (stereo unspecified)	0	-4	-6	6	-3	-6	-26	-1.0
Cc1ccc(Cn2c(N3CCN(C)CC3)nc3c2c(=O)[nH]c(=O)n3C)cc1	0	0	-10	-1	9	5	7	0.9
CC1CCCCN1CCCNc1c(C=O)c(=O)[nH]c2ccccc12 (stereo unspecified)	3	-8	4	-6	17	-4	9	-0.8
Cc1cccc2cc(=O)[nH]c(C)c12	2	-12	9	-11	17	-4	-16	17
Cc1ccsc1/C=C1/CN(C)Cc2c1nc1ccccc1c2C(=O)O	0	14	-2	1	-90	2	-22	7.1
O=C(NC1CCCC1)C1CC(=O)N(c2ccc(F)c(Cl)c2)C1 (stereo unspecified)	0	0	-2	3	1	4	11	-0.6
C=CCn1c(-c2cccnc2)n[nH]c1=S	-8	22	-2	11	8	-8	1	-0.5
Clc1ccc2c(c1)C=Nc1c(NCc3ccccc3)ncnc1O2	-1	-9	13	0	21	3	-7	0.0
CCC(C)n1c(-c2cccc(S(=O)(=O)N3CCOCC3)c2)n[nH]c1=S (stereo unspecified)	-1	33	5	-2	4	4	0	-1.2
Cn1cnc(S(=O)(=O)Nc2cc(C(F)(F)F)ccc2N2CCOCC2)c1	0	-4	-1	-1	-1	-8	-13	0.6
Cc1ccc(C(C)C)c(OCC(=O)Nc2ccc(Cl)cn2)c1	1	4	-3	14	12	8	-30	3.6
O=Nc1c(-c2ccccc2)cc2ccccn12	-2	-8	6	4	15	5	12	-0.5
O=C(NC1(C(F)(F)F)C(=O)Nc2c1c(=O)[nH]c(=O)n2Cc1ccccc1)c1ccc(Cl)cc1Cl (stereo unspecified)	-1	-15	-6	-5	-9	-8	-10	-1.4
O=C(NCCC(=O)N1CCN(c2ccccc2O)CC1)c1ccc(Br)cc1	-2	0	-10	-3	20	1	-5	-0.5
CC(C)(C)Sc1nc(O)cc(=O)[nH]1	1	9	3	-14	17	-2	0	-1.6
Oc1ccccc1/C=N/NC1=NCCCCC1	2	-18	-9	-7	-112	-16	3	-0.9
COc1ccc(C(=O)NCC(=O)N/N=C(\C)Cc2ccccc2)cc1	2	-9	4	6	1	-3	3	-1.1
COc1ccc2c3c(c(=O)oc2c1OCC(N)=O)CCCC3	-3	13	-9	13	-375	11	3	-1.4
The listing continues.
SMILES	NR3A LBD binder	PfG6PD inh	SENP7 block	ATG4B inhibitor	SENP8 block	HKDC1 inh	SENP6 inh	MPTP inh
CCCCCc1c(C)nc(N2CCc3ccccc3C2)[nH]c1=O	1	-12	/	7	28	-8	/	1.3
Cc1cccc(C(=O)Nc2cccc(NC(=O)c3ccccc3)c2)c1	-5	5	-4	4	13	3	20	1.7
O=C(NCC1COc2ccccc2O1)C1CCN(S(=O)(=O)c2ccc(Cl)cc2)CC1 (stereo unspecified)	3	14	3	-10	-2	0	-4	0.8
O=C(Nc1cccc(F)c1)C1CCN(S(=O)(=O)c2cccc3nonc23)CC1	-10	15	-2	-13	10	2	-19	0.3
Cc1ccc(CNC(=O)c2cc(S(=O)(=O)N3CCOCC3)cn2C)cc1	-1	6	2	-5	7	-1	2	-0.5
COCCCN(CC(=O)Nc1ccc(F)cc1)S(=O)(=O)c1cccs1	-3	-9	-4	3	12	-4	-6	-0.2
Cc1cccc(N/C(N)=N/c2nc3c(c(=O)[nH]2)CCCC3)c1	2	23	-1	9	17	-6	-3	3.0
CCOC(=O)c1ccc(NC(=O)Nc2ccc(Cl)cn2)cc1	-3	1	-2	-13	4	-7	3	15
CCn1c2ccccc2c2cc(NC(=O)Cc3ccc(S(=O)(=O)N4CCOCC4)s3)ccc21	-22	11	4	-15	-89	7	0	-7.2
COc1cccc(C2CC(C(F)(F)F)n3nc(C(=O)NCc4cccnc4)cc3N2)c1 (stereo unspecified)	-3	-13	-2	-4	8	1	-2	0.6
COc1ccc2nc(CC(C)(C)CC(=O)O)c[n+]([O-])c2c1	-1	-3	-5	-3	-392	-2	-3	-4.8
CCOc1ccc(C(CC(=O)O)NC(=O)c2cccs2)cc1 (stereo unspecified)	-1	7	3	-8	22	-11	-22	0.2
Cc1ccc(CCCOC(=O)C[N+]2(C)CCCCC2)cc1	-1	4	2	-1	8	-3	0	3.0
COc1ccc(C(=O)c2ccc([N+](=O)[O-])cc2)cc1S(=O)(=O)N1CCC(C(=O)O)CC1	-1	0	0	-5	20	2	-7	-0.3
Cc1ccc(-n2c(N)c(C(=O)N3CCCCC3)sc2=S)cc1	-1	41	-7	4	27	-4	-9	0.7
CCOc1ccc(C2C(C(=O)c3ccc(C)o3)=C(O)C(=O)N2c2cc(C)on2)cc1OC (stereo unspecified)	-1	-8	-6	-2	-6	0	4	-1.6
Cc1cccc(N(CC(=O)NCc2ccccc2)C(=O)Cn2nnc(-c3ccc(C)o3)n2)c1	-2	-17	0	24	10	0	2	1.1
CCc1nnc(NC(=O)CCC(=O)Nc2ccc(OC)cc2OC)s1	0	-10	-8	5	17	2	-2	1.9
CCCCn1c(SCC(=O)Nc2ccc3c(c2)CCC3)nc2ccccc2c1=O	-11	-9	-11	17	22	-3	-5	19
Cc1ccc2cc3cc(C(=O)NCCCN4CCc5ccccc5C4)oc3nc2c1	2	12	3	-17	-499	6	10	1.5
Cc1[nH]nc(-c2ccc(O)cc2O)c1Oc1ccccc1	32*	-28	-5	-12	0	6	-5	56*
COc1ccc(C(=O)NCCn2ccc3ccccc32)cc1OC	-1	-11	13	0	-8	0	-12	-1.3
O=C(NN1CCOCC1)c1cc(-c2cccc(Cl)c2)nc2ccccc12	1	13	-6	-3	-3	-4	-6	0.0
Cc1c(C(=O)OCC(=O)N2CCC(C)CC2)oc2ccccc12	3	3	4	0	10	-5	-8	-2.1
CN(C)c1ccc(/C=C/c2cccc[n+]2[O-])cc1	-1	17	-4	4	-40	-2	1	1.7

Three records picked at random from the list so far:
SMILES	NR3A LBD binder	PfG6PD inh	SENP7 block	ATG4B inhibitor	SENP8 block	HKDC1 inh	SENP6 inh	MPTP inh
CCN(CC)C(=O)Oc1ccc(Br)c2ccccc12	1	14	7	6	29	-2	7	1.8
CCOc1ccc(C(CC(=O)O)NC(=O)c2cccs2)cc1 (stereo unspecified)	-1	7	3	-8	22	-11	-22	0.2
Cc1cc(O)ccc1C1(c2ccc(O)cc2C)OC(=O)c2ccccc21	-6	-30	1	-13	20	3	-12	-4.9

Compound profiles (already shown). Values in the order: NR3A LBD binder	PfG6PD inh	SENP7 block	ATG4B inhibitor	SENP8 block	HKDC1 inh	SENP6 inh	MPTP inh
Cc1ccc(Cn2c(N3CCN(C)CC3)nc3c2c(=O)[nH]c(=O)n3C)cc1 in the list: 0	0	-10	-1	9	5	7	0.9
Cc1c(C(=O)OCC(=O)N2CCC(C)CC2)oc2ccccc12 in the list: 3	3	4	0	10	-5	-8	-2.1

Further results.
SMILES	NR3A LBD binder	PfG6PD inh	SENP7 block	ATG4B inhibitor	SENP8 block	HKDC1 inh	SENP6 inh	MPTP inh
CCOC(=O)N1CCC(NC(=S)Nc2ccc3nc(N4CCN(CC)CC4)cc(C)c3c2)CC1	0	-6	4	1	-265	2	9	1.2
COc1cc(CC(=O)NNC(=O)c2cc(C)oc2C)cc(OC)c1OC	1	-4	-6	-9	-4	5	-19	0.1
COc1ccc(CN2CCOCCOCCOCCOCC2)cc1	-1	29	1	3	18	-2	-7	1.5
CN(Cc1ccccc1)C(=O)COC(=O)c1cc(Cl)nc(Cl)c1	1	13	10	-12	-37	-4	-8	2.4
CCOC(=O)c1[nH]c(C)c(C(=O)Nc2ccc(C)cc2C)c1C	-1	10	-16	-3	17	-6	-23	-1.4
COc1ccc(CNCC(O)(c2ccc(Cl)cc2)c2ccc(Cl)cc2)cc1OC	-8	-11	-7	4	5	5	3	-2.4
Cc1ccc(C(=O)Nc2ncc(Cc3ccc(SC(F)F)cc3)s2)cc1	8	-8	9	-2	6	-5	-16	2.0
CCN(C(=O)CSc1nc(C)nc2sc3c(c12)CCC3)C1CCS(=O)(=O)C1 (stereo unspecified)	-3	4	7	11	-8	1	-27	0.3
CN(CC(=O)N1CCN(c2ccccn2)CC1)S(=O)(=O)c1ccc(Br)cc1	-2	-19	-8	-6	-3	-7	-15	-0.8
Cc1ccc(Oc2ccccc2/C=N/O)cc1	-3	-18	4	-3	18	1	-11	4.1
CC(C)[C@H](NC(=O)NCCc1ccc(Cl)cc1)C(=O)O	2	-2	10	18	16	-4	-6	-2.1
O=c1c2ccccc2nc(SCc2nc3ccccc3s2)n1Cc1ccco1	3	-8	-5	6	5	1	-2	2.3
CN(C)C=NC(=O)c1[nH]c2ccc(Cl)cc2c1-c1ccccc1	-1	20	3	8	-311	6	-15	1.6
O=C(CSc1nnc(-c2ccccn2)o1)Nc1cccc(Cl)c1	-2	6	4	-1	20	2	-6	0.2
C1CCN2CC3CC(CN4CCCC[C@@H]34)[C@H]2C1	-3	-8	/	-1	1	0	/	-0.4
Cc1ccc(SCCC(=O)OCn2nnc3ccccc3c2=O)cc1	4	0	0	12	12	-8	-5	-2.6
CC1CCN(c2nc3ccc(C(=O)N4CCN(Cc5ccc6c(c5)OCO6)CC4)cc3s2)CC1	1	-10	-3	1	-1	5	2	-0.8
CN(Cc1cnccn1)Cc1c(C(=O)N2CCc3ccccc3C2)nc2ccc(Cl)cn12	-1	5	5	-12	8	-5	1	2.4
COc1ccc(CNC(=O)CNC(=O)c2sc3ccccc3c2Cl)cc1OC	1	-3	-3	-15	6	-2	-7	1.0
COc1ccc(C(C)=O)cc1CC(=O)Nc1ccccc1-c1ccccc1	-2	-15	-12	11	2	-5	-8	0.8
COc1ccc2cc(C(=O)C3CCCN(C(=O)c4sc(C)nc4C)C3)ccc2c1 (stereo unspecified)	-2	3	-3	-9	-302	0	-17	-0.1
CC(C)CC(=O)CN1C(=O)C2(OCCO2)c2ccccc21	-1	-21	-10	2	5	-2	-14	-1.1
CCN(C(=O)Cn1nc(C)n2c(cc3cc(C)ccc32)c1=O)c1ccccc1	-2	4	5	-11	-159	-2	4	-2.5
CCc1nnc(NC(=O)c2ccc(Br)c(S(=O)(=O)N3CCOCC3)c2)s1	-1	-7	-5	0	0	-2	-2	-0.6
CC(OC(=O)c1cccnc1Cl)C(=O)NCc1ccccc1 (stereo unspecified)	1	11	2	-5	8	0	13	0.5
O=C(C1CC(=O)N(c2ccc3c(c2)OCCO3)C1)N1CCN(S(=O)(=O)c2ccccc2F)CC1 (stereo unspecified)	2	5	/	-12	1	0	/	-2.1
Nc1nc(SCc2ccccc2)c2[nH]cnc2n1	-1	2	-6	-3	18	7	-22	-0.1

High-throughput results: PubChem, Sanford-Burnham Center for Chemical Genomics
